From PubChem
Pin1 inh – human Pin1 inhibition | Pin1 FP peptide displacement, HiFluor488, 10 min | Potency, µM (highest dose often 115 µM), without a hit: at the top dose activity, negative = inhibition, most hits filed as inhibitors | 390,000 tested, 0.009% active; active means well fitted inhibition curve with a large enough effect in the polarisation, with a control signal flat, not every such curve was filed as active; inconclusive means small, poorly fitted or top-dose-only effect, or effect the other way, or a change in a side signal; inactive means no such curve, though single readings can be large or run the other way; the % refers to the polarisation; further: on the % scale 0 is the no-effect control and ±100 the full control effect
Target sequence (Q13526 whole entry, looked up): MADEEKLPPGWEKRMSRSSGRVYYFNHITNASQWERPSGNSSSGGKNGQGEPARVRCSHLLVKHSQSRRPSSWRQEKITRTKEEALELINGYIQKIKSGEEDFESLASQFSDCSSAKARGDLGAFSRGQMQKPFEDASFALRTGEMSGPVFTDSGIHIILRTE
G9a block – G9a (human) methyltransferase inhibition; G9a H3K9 monomethylation, AlphaScreen, 2 h; Potency, µM (doses to about 102 µM), without a hit: at the top dose activity, negative = inhibition, hits mostly inhibitors; 350,000 tested, 8.8% active; further: on the % scale 0 is the no-effect control and ±100 the full control effect; nearly all actives have a fitted effect of over 75% in size
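Signal arises when biotinylated H3K9 peptide, once monomethylated, bridges streptavidin donor and antibody-captured acceptor beads. Enzyme at 20 nM was preincubated 15 min with test compounds; peptide 500 nM and SAM 20 uM then reacted for 2 h.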
HP1b chromo inh – inhibitors of HP1-beta chromodomain binding to methylated histone tails; AlphaScreen HP1-beta / biotin-H3K9me3 peptide binding; Potency, µM (highest dose often 114 µM), for inactives: top-dose activity change, negative = inhibition, most hits filed as inhibitors; 390,000 tested, 0.56% active; AID 540317; further: nearly all actives have a fitted effect of over 70% in size; inactives centre near 23
Target sequence (P83916 whole entry, looked up): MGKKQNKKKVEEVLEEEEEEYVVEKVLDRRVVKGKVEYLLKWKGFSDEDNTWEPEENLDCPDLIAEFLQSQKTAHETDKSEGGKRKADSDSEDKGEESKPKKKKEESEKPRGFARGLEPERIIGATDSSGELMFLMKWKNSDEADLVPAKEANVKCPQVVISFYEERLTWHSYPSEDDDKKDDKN
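AlphaScreen: HP1-beta (50 nM) preformed 30 min with biotin-H3(1-18)K9me3 peptide (50 nM) in PBS pH 7.4, 0.01% Tween-20. Compound added for 30 min at RT, then streptavidin donor/nickel chelate acceptor beads (10 ug/mL) for 30 min.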
BLM inh – inhibitors of human Bloom syndrome helicase BLM | recombinant BLM DNA unwinding, fluorescence dequenching | Potency, µM (series often up to 56.1 µM), for the others: at the top dose activity change, negative = inhibition, usual class: inhibitors | 350,000 tested, 0.2% active | AID 2528;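 further: plate controls were vehicle for no effect and no enzyme for full effect; nearly all actives have a fitted effect of over 35% in size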
POLI inh – DNA polymerase iota (human) inhibition. AID 588590. Potency, µM (series often up to 115 µM), inactives show at the top dose activity, negative = inhibition, usual class: inhibitors. 390,000 tested, 1% active. Q9UNA4. Pol iota fluorescent replication assay, 10 min
Target sequence (Q9UNA4 whole entry, looked up): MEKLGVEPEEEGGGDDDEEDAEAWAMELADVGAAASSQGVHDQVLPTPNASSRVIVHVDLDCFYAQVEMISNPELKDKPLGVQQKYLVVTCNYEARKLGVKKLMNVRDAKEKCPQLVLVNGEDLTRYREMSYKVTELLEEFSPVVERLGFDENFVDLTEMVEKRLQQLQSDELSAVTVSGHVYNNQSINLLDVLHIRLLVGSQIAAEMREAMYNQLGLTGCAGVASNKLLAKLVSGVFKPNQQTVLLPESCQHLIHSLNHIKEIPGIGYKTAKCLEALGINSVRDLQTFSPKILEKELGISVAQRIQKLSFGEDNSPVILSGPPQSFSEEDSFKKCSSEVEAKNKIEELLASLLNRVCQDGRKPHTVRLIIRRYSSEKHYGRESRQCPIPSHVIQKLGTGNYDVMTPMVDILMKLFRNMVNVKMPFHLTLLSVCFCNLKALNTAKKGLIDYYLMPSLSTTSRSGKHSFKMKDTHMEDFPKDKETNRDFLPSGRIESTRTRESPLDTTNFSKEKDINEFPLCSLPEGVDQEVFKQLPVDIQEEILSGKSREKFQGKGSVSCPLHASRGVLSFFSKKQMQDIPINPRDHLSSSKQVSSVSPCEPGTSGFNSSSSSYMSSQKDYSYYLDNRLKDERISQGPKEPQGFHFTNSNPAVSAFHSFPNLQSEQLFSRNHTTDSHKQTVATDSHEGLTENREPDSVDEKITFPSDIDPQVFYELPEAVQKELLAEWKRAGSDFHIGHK
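Pol iota at 10 nM preincubated 15 min with compounds at room temperature; reaction started with fluorescent substrate, 50 nM final. Fluorescence read kinetically at 0 and 10 min; buffer-only wells as negative control.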
BAZ2B inh – blocks human BAZ2B. AID 504333. AlphaScreen BAZ2B-H3K14Ac peptide displacement. Potency, µM (titrated, usually from 114 µM), for the others: at the top dose activity change, negative = inhibition, usual class: inhibitors. 360,000 tested, 4.4% active; further: on the % scale 0 is the no-effect control and ±100 the full control effect; nearly all actives have a fitted effect of over 60% in size
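BAZ2B (50 nM) with biotin-H3(5-23)K14Ac peptide (50 nM) in PBS pH 7.4, 0.01% Tween-20, preformed 30 min, then compound 30 min at room temperature; top concentration 110uM. AlphaScreen streptavidin donor/nickel chelate acceptor beads (10 ug/mL final), 20 min dark, signal read.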
JMJD2A Tudor inh – blocks the human JMJD2A Tudor domain; 390,000 tested, 4.4% active; AlphaScreen JMJD2A-Tudor / H3K4me3 peptide binding; Potency, µM (highest dose often 114 µM), for the others: top-dose activity change, negative = inhibition, hits mostly inhibitors; further: on the % scale 0 is the no-effect control and ±100 the full control effect; nearly all actives have a fitted effect of over 50% in size
GLS inh – blocks human kidney-isoform glutaminase activity; Potency, µM (doses to about 45.5 µM), without a hit: at the top dose activity change, negative = inhibition, usual class: inhibitors; 410,000 tested, 0.21% active; AID 624170; GLS enzymatic activity, qHTS titration; further: on the % scale 0 is the no-effect control and ±100 the full control effect
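Human kidney-isoform GLS in 45 mM KH2PO4 pH 8.2, 0.02% Tween-20, with compound, started with 1mM L-Glutamine (added stock). Glutamate oxidase/HRP/Amplex red coupled fluorescence read at start and after 30 min at RT.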
PGK inhibitor – inhibitors of T. brucei phosphoglycerate kinase. PGK/GAPDH coupled, Kinase-Glo luminescence, 60 min. Potency, µM (top dose mostly 57.5 µM), inactives show at the top dose activity change, negative = inhibition, usual class: inhibitors. 380,000 tested, 0.043% active. AID 602233; further: on the % scale 0 is the no-effect control and ±100 the full control effect; nearly all actives have a fitted effect of over 60% in size
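Luminescent ATP detection (Kinase-Glo Plus) follows a 60-minute room-temperature incubation, with wells lacking PGK as controls. Buffer: 100 mM TEA (pH 7.6), 5 mM MgCl2, 0.01% Tween-20. Coupling enzyme GAPDH (100 nM final) supplies unstable 1,3-BPG in-well.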
Active calls of the source: *; i = inactive; ? = inconclusive; nt = not tested or not shown; [ ] = dose if it differs, or a comment. Unless noted, the call rests on the fitted dose curve; in most records, active means well fitted curve in the direction sought with a large enough effect; inconclusive means small, poorly fitted or top-dose-only effect, or another doubt; inactive means no such curve, though single readings can be large; an effect the other way counts as inactive or inconclusive. Potency means the concentration at half of the fitted maximal effect. Only part of the results is shown; count on the stated rates, not on these rows.

SMILES | Pin1 inh | G9a block | HP1b chromo inh | BLM inh | POLI inh | BAZ2B inh | JMJD2A Tudor inh | GLS inh | PGK inhibitor
O=C(c1ccco1)N1CCCC(c2nc3c(nnn3Cc3ccc(F)cc3)c(=O)[nH]2)C1 (stereo unspecified) | -13% | 15%[59 µM] | -2% | 0% | 24% | 6% | -9% | 0% | i
COc1ccc(C(C(=O)NC2CCCC2)N(C(=O)c2snc(C(N)=O)c2N)c2cc(C)ccc2OC)cc1OC (stereo unspecified) | -6% | 26% | 21% | -4% | 14% | -19% | -10% | -18% | -9%
Cc1ccccc1NS(=O)(=O)c1cc(C(=O)Nc2cccc(N(C)S(C)(=O)=O)c2)ccc1C | 8% | -6% | 2% | -9% | ? | -7% | -25% | 2% | nt
O=C(Nc1ccc(F)cc1Cl)C1Cc2ccccc2N1C(=O)c1ccccc1 (stereo unspecified) | 2% | 30%[59 µM] | 2% | -4% | -5% | -10% | -7% | 2% | 9%
O=C(COCc1ccccc1)N[C@@H](Cc1ccc(O)cc1)C(=O)O | -11% | 27%[59 µM] | 3% | -1% | 7% | -7% | -24% | 5% | -1%
O=C(NC1(C(F)(F)F)NC(=O)N(CCc2ccccc2)C1=O)C1CC1 (stereo unspecified) | 3% | 15%[59 µM] | 36% | -1% | 23% | 1% | -3% | -2% | -9%
COc1ccc(/C=N/NC(=O)c2[nH]c3ccc(Br)cc3c2-c2ccccc2)c(C(=O)O)c1OC | -17% | ? | 16%[57 µM] | -13% | ? | 50µM* | ? | 28% | -15%
CCOC(=O)c1c(C)[nH]c(C)c1S(=O)(=O)N1CCC(C(=O)N2CCN(c3cc(C)ccc3C)CC2)CC1 | -7% | -32%[59 µM] | -7% | -8% | 11% | -36% | ? | 8% | i
COc1cc(CC(=O)OCC(=O)NCC(C)C)cc(OC)c1OC | -10% | 39% | 30% | 1% | 45% | -1% | -11% | 6% | i
O=C(Oc1ccc(F)cc1)N1CCOCC1 | -1% | 22%[59 µM] | 15% | -4% | -26% | -6% | -16% | -4% | -1%
Cc1cc(/C=N/N2CCN(C)CC2)c(C)n1-c1ccccc1F | 4% | ? | -5% | -13% | 39%[activator] | ? | ? | 29% | 4%
O=C(O)c1cccc(-n2c(O)c(C=C3N=c4ccccc4=N3)sc2=S)c1 | -5% | 50µM* | -16% | -3% | -13% | -37% | ? | 21% | -2%
Cc1cc(C)c(C#N)c(SC(F)F)n1 | -3% | 1%[0.0925 µM] | 18% | -1% | 6% | 14% | -34% | 4% | -2%
CN(NC(N)=O)c1ncc(C(F)(F)F)cc1Cl | 1% | -31%[59 µM] | 14% | 2% | 10% | -1% | -12% | 1% | 2%
Cc1ccc2c(c1)N(CC(=O)NCCCN1CCCC1)C(=O)CO2 | -1% | ? | 23% | 1% | 14% | -30% | -1% | -15% | -6%
Cc1cccc(C)c1NC(=O)COC(=O)c1cccc2c1C(=O)c1ccccc1C2=O | 1% | ? | 10% | 2% | 20% | -6% | -1% | 1% | -3%
O=C(Nc1ccccc1)N1CCC(c2ccccc2)C1 (stereo unspecified) | 1% | -8%[12.7 µM] | 14% | 0% | 8% | -1% | -14% | -1% | 1%
Cc1cc(=O)oc2cc(OC(C)C(=O)NCC3CCC(C(=O)O)CC3)c(Cl)cc12 (stereo unspecified) | -7% | nt | 55%[activator] | -3% | 11% | -2% | -10% | -4% | -8%
O=C(O)C1Cc2ccccc2CN1C(=O)c1ccccc1 (stereo unspecified) | 1% | ? | 22% | -3% | 12% | 0% | -29% | 0% | i
CC(C)Cn1c(=O)c2sccc2n2c(CCCC(=O)NC3CCCCC3)nnc12 | -4% | 2%[59 µM] | -4% | 4% | 19% | -12% | -13% | -8% | i
O=C(c1cccc(C(F)(F)F)c1)N1CCN(C2CCCCC2)CC1 | -5% | -3%[59 µM] | -4% | 0% | 73%[activator] | 5% | -11% | 6% | -9%
CCOC(=O)C1=CC[C@H]2c3c(c4ccccc4n3C)C[C@H]1N2C | 4% | -3%[0.501 µM] | 15% | nt | 45%[activator] | -33% | -30% | 0% | 0%
CN(C)C(=O)c1cc2cc(Br)ccc2s1 | -7% | 3% | 38% | -3% | 92%[activator] | -21% | -8% | 4% | -2%
COc1ccc(CNC(=O)C(C)NCc2ccc(S(N)(=O)=O)cc2)cc1 (stereo unspecified) | 2% | 3%[59 µM] | 7% | 1% | 54%[activator] | -8% | -2% | 0% | 6%
COc1cc(C(=O)NC(C)C2CC3CCC2C3)cc(OC)c1OC (stereo unspecified) | -4% | -21% | 50%[activator] | 0% | 78%[activator] | -17% | -3% | -19% | 5%
Cc1ccc(Nc2nnc(SCC(=O)Nc3ccc(S(=O)(=O)N4CCOCC4)cc3)s2)cc1 | 1% | ? | 39% | -3% | 4% | 5% | -10% | 8% | 1%
CC(C)CN(C(=O)CSc1nnc2ccccn12)C1CCS(=O)(=O)C1 (stereo unspecified) | -3% | 11%[2.33 µM] | 21% | nt | -10% | -5% | -22% | 8% | -6%
COc1ccc(S(=O)(=O)N(CC(=O)NC(C)c2ccccc2)c2ccc(C)cc2)cc1OC (stereo unspecified) | 2% | ? | 20% | 0% | 4% | -2% | -17% | 8% | -3%
CC(=O)NCCNC(=O)c1cc(-c2cccc3ccccc23)nc2ccccc12 | -9% | nt | 22% | nt | 24% | nt | -18% | 3% | -3%
O=C(CSc1nnc(-c2ccccc2O)o1)Oc1ccc(OCc2ccccc2)cc1 | 7% | -30% | 44%[activator] | -2% | 3% | 3% | -11% | 20% | i
CCc1nnc(NC(=O)C2(C)COC(c3ccccc3)OC2)s1 (stereo unspecified) | -1% | 4% | 17% | -16% | 165%[activator] | 6% | -4% | -15% | -4%
CCOc1cc(/C=N/NC(=O)C2CC2)ccc1OC(C)C | -9% | nt | 20% | 3% | 29% | -1% | -22% | 0% | -5%
CCn1c(=N)c(C(=O)NCc2cccnc2)cc2c(=O)n3cc(C)ccc3nc21 | ? | 11%[59 µM] | 44%[activator] | 4% | ? | 0% | 8% | -3% | -1%
CC(=O)Nc1ccc(C(=O)N/C(=C/c2ccccc2)C(=O)Nc2cccc(C(=O)O)c2)cc1 | 1% | nt | 26% | 3% | 10% | -23% | 3% | -1% | 5%
COc1ccc(CNCCCn2cnc(C(=O)Nc3ccc(C)c(C)c3)n2)cc1 | 3% | nt | 15% | nt | -6% | nt | -21% | 3% | 5%
CN(C)c1ccc(NS(=O)(=O)c2ccc(Cl)cc2)cc1 | -10% | 3.5µM* | ? | 4% | -10% | 45µM* | 56µM* | 25% | 1%

An excerpt from above, reduced to POLI inh, GLS inh and G9a block:
SMILES	POLI inh	GLS inh	G9a block
Cc1ccc(Nc2nnc(SCC(=O)Nc3ccc(S(=O)(=O)N4CCOCC4)cc3)s2)cc1	4%	8%	?
CC(C)CN(C(=O)CSc1nnc2ccccn12)C1CCS(=O)(=O)C1 (stereo unspecified)	-10%	8%	11%[2.33 µM]

The results go on:
SMILES | Pin1 inh | G9a block | HP1b chromo inh | BLM inh | POLI inh | BAZ2B inh | JMJD2A Tudor inh | GLS inh | PGK inhibitor
CN(C)[C@@H]1CCC[C@H]1OC(=O)C(c1ccccc1)c1ccccc1 | -23% | ? | ? | 6% | 3% | 1% | -27%[57.1 µM] | -2% | -10%
N/C(=N\OC(=O)c1cccc(Cl)c1)c1ccncc1 | 2% | -1% | 37%[activator] | -4% | -15% | 9% | -8% | -9% | nt
CCN(CC)S(=O)(=O)c1ccc2oc(Nc3ccc(OC)cc3)nc2c1 | -2% | 20% | -17% | -4% | 23% | -1% | -20% | 0% | -3%
O=C(Nn1cnc2ccccc2c1=O)c1ccc(F)cc1Cl | 2% | 17%[0.0925 µM] | 30% | -4% | 4% | 9% | -4% | 2% | -4%[11.5 µM]
O=C(CSc1nnc(-c2ccccc2)n1Cc1ccccc1)NNC(=O)c1ccccc1O | 2% | 35%[59 µM] | 36% | 2% | -13% | 9% | -2%[57.1 µM] | 22% | i
CCc1ccc(Nc2nnc(SCC(=O)NC(=O)CN3CCCC3=O)s2)cc1 | -5% | 6.3µM* | -6% | nt | 45µM* | ? | ? | -6% | ?
Cc1ccc(C(NC(=O)N2CCOCC2)C(Cl)Cl)cc1F (stereo unspecified) | -2% | 45µM* | 2% | 3% | -12% | -2% | -6% | 3% | 8%
N#Cc1ccc(OCCN2C(=O)NC3(CCSC3)C2=O)cc1 (stereo unspecified) | -4% | 3% | 43%[activator] | -1% | 5% | 19% | -2% | 7% | -5%
CCN(CC)c1ccc(S(=O)(=O)N2CCOCC2)cc1NC(=O)Cn1nc(C)c([N+](=O)[O-])c1C | 2% | ? | 29% | nt | ? | 7% | -18% | 8% | 10%
Cc1cccc(NC(=O)CCS(=O)(=O)c2ccccc2)c1 | 0% | 30% | 33% | 0% | 37%[activator] | 10% | -2% | 2% | nt
Cn1c(NC(=O)c2ccco2)c(-c2ccc(Cl)cc2)c(=O)c2ccccc21 | 1% | 0% | 19% | 1% | 32%[activator] | 12% | -8% | 7% | 9%
CCOC(=O)c1nn(-c2ccccc2C)c2nc(-c3ccc(Cl)cc3)c(C#N)c(=O)n12 | -3% | 44%[12.7 µM] | 43% | -10% | 4% | 10% | -2% | 5% | 9%
CC(=O)N1CCN(C(=O)/C(C#N)=C/c2ccc3c(c2)OCO3)CC1 | -2% | 19% | 9% | 0% | 10% | 6% | -8% | 3% | 8%
CCCc1nc2cc(CC(=O)OC)ccc2o1 | 6% | nt | 32% | -2% | -4% | 12% | 1% | -2% | -2%

Arranged by count of non-hydrogen atoms (smallest number first): some entries from above.
SMILES | Pin1 inh | G9a block | HP1b chromo inh | BLM inh | POLI inh | BAZ2B inh | JMJD2A Tudor inh | GLS inh | PGK inhibitor
O=C(Oc1ccc(F)cc1)N1CCOCC1 | -1% | 22%[59 µM] | 15% | -4% | -26% | -6% | -16% | -4% | -1%
O=C(c1cccc(C(F)(F)F)c1)N1CCN(C2CCCCC2)CC1 | -5% | -3%[59 µM] | -4% | 0% | 73%[activator] | 5% | -11% | 6% | -9%
CCn1c(=N)c(C(=O)NCc2cccnc2)cc2c(=O)n3cc(C)ccc3nc21 | ? | 11%[59 µM] | 44%[activator] | 4% | ? | 0% | 8% | -3% | -1%
